CHOP inh: blocks CHOP induction under ER stress. AID 2732. inhibition, % at 10 µM. hit rate 3.8% among 220,000. CHO-K1 CHOP-promoter luciferase, tunicamycin-induced, 15-18 h;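 active means compounds that reduced the stress-induced luciferase reporter signal by more than about 70% of percent inhibition, limit read from the data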;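 further: 0% = tunicamycin plus vehicle and 100% = wells without tunicamycin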
NPY-Y1 antag: antagonists of human neuropeptide Y receptor Y1. inhibition, % at 3.6 µM. AID 1040. HEK293-CNG Y1 cells, membrane potential fluorescence; NPY at EC95, then isoproterenol. P25929. hit rate 1% among 200,000;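 active means inhibition above the campaign mean inhibition of all tested compounds plus 3 SD, cut at about 20% in these data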;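 further: 0% = DMSO wells given NPY plus isoproterenol and 100% = isoproterenol alone without NPY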
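material = HEK293 cells with Y1 receptor plus CNG channel | also added = NPY 25 nM then isoproterenol 1 µM plus Ro 20-1724 25 µM | schedule = dye 3 h, compound 60 min room temperature, stimulation 45 min | measured by = membrane potential fluorescence | benchmarks = high control isoproterenol alone, low control NPY with isoproterenol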
zfTRPN1 agonist: activates the zebrafish TRPN1 channel. hit rate 0.18% among 220,000. HEK293 zebrafish TRPN1-YFP, Fluo-8 calcium fluorescence; 100% = response to 87 µM carbachol. activation, % at 3 µM;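 active means activation above its plate's cutoff, the mean activation of test wells on that plate plus 3 SD, cut at about 19% in these data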;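 further: 0% = DMSO alone and 100% = 87 µM carbachol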
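System: zebrafish TRPN1-YFP in HEK293 cells / Dosing: 3 µM single point / Timing: dye loading 1 h at 37 °C, then 30 min room temperature / Signal: Fluo-8 calcium fluorescence, excitation 470-495 nm, emission 515-575 nm / Read-out basis: percent activation from peak over basal fluorescence ratio, control-normalized / Control set: high carbachol 87 µM, low DMSO alone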
EP2 antag: blocks the human prostaglandin E2 receptor EP2. C6 glioma cells expressing human EP2, cAMP TR-FRET; cells stimulated with saturating PGE2. hit rate 0.52% among 260,000. inhibition, % at 25 µM. P43116. AID 1422;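 active means percent inhibition above 40 after rounding to a whole number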;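 further: rat C6 glioma host cells with rolipram phosphodiesterase inhibitor present; the protocol text gives 20 µM as final concentration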
NPY-Y1 PAM-ag: human NPY-Y1 potentiation or agonism, primary screen; P25929; NPY-Y1 expressing cells, potentiator/agonist activation; activation, % at 3.6 µM; hit rate 0.37% among 220,000; AID 1304; in the data active means activation above about 33%, passing the limit was not always enough;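 further: cells stimulated with NPY at EC10 then isoproterenol at EC100; 0% = low agonist plus stimulus and 100% = saturating agonist plus stimulus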
PPC-1+TRAIL kill: compounds killing PPC-1 cancer cells with TRAIL present (potentiator screen, no TRAIL-free arm) | PPC-1 cells + TRAIL, ATPLite viability luminescence | cell killing (% activity), % at 4 µM | hit rate 0.41% among 220,000;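 active means cell killing above 50% in the first pass at 4 µM, then a duplicate retest at 5 µM averaging 50% or more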;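 further: plate controls were cells with TRAIL plus DMSO for no effect and medium-only wells lacking cells for full effect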
14-3-3 Bad inh: disrupts binding of bovine 14-3-3 zeta to phospho-Bad peptide; hit rate 0.71% among 220,000; inhibition, % at 21.7 µM; TR-FRET 14-3-3zeta/Dy647-pBad peptide displacement, 1 h; P63103;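 active means inhibition above about 70%, limit read from the data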;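 further: 0% = full 14-3-3 plus peptide FRET controls and 100% = background without 14-3-3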
Target sequence (P63103 whole entry, looked up): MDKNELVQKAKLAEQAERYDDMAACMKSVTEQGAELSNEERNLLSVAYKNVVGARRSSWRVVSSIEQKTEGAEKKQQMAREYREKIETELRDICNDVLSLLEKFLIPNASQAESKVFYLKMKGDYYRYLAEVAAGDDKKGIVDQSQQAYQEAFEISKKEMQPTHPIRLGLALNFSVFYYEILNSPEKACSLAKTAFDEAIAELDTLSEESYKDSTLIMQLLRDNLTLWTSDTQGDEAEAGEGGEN
TRPML3 agonist: human mucolipin-3 channel agonism; hit rate 0.29% among 220,000; activation, % at 3 µM; HEK293 TRPML3-YFP, Fluo-8 calcium fluorescence; 100% = the carbachol control signal;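 active means activation above its plate's cutoff, the mean activation of the plate's test wells plus 3 SD, cut at about 12% in these data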;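 further: 0% = DMSO only wells and 100% = carbachol wells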
Target sequence (Q8TDD5 whole entry, looked up): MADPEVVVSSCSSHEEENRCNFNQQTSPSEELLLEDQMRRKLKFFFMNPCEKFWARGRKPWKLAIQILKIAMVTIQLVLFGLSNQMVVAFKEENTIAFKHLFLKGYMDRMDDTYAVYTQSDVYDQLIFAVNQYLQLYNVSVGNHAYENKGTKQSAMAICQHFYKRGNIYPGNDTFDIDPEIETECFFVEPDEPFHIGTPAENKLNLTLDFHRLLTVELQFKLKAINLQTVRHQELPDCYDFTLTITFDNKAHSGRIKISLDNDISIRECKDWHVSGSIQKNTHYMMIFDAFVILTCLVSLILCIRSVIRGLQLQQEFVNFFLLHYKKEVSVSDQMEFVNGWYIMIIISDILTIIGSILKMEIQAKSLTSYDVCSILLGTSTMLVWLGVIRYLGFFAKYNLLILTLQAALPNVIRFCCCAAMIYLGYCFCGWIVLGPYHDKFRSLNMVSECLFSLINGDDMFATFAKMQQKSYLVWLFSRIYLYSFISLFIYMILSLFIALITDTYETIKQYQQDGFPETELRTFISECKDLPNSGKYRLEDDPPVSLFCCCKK
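Test system – HEK293 line with stable expression of human TRPML3-YFP channel · Control set – carbachol 87 µM final as high control (100%), DMSO as low control (0%) · Signal – Fluo-8 calcium dye fluorescence, ex 470-495, em 515-575 nm · Incubation – 1-h 37 °C dye load, 5-s basal, 120-s post-compound reads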
EP2 mod: EP2 receptor (human) modulation. EP2-expressing cells, cAMP HTRF FRET, PGE2 co-stimulation. induction, % at 25 µM. hit rate 0.83% among 260,000. AID 940;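 active means compounds whose cAMP rise, as percent of the full-agonist control response, exceeds 60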;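 further: rat C6 glioma line stably carrying human EP2 under a CMV promoter; the protocol text gives 20 µM as final concentration; 100% = response of wells given 1 µM PGE2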
Numbers without * were called inactive; . = no result given; & = joins results of further samples; [ ] = another dose, or the depositor's remark.

Start of the listing, in advance, two compounds:
no.	SMILES	TRPML3 agonist	EP2 antag	NPY-Y1 antag	14-3-3 Bad inh	CHOP inh	PPC-1+TRAIL kill	EP2 mod	NPY-Y1 PAM-ag	zfTRPN1 agonist
1	O=C(Nc1nccs1)c1cccc(S(=O)(=O)N2CCCCC2)c1	1.2	10	5	32	-4	5	-4	-19	4.7
2	CCOc1ccc(S(=O)(=O)Nc2ccccc2C(=O)Nc2ccccc2N2CCOCC2)cc1	0.0	6	4	2	62	22	28	-4	-0.3

This part in full (from the top)
no.	SMILES	TRPML3 agonist	EP2 antag	NPY-Y1 antag	14-3-3 Bad inh	CHOP inh	PPC-1+TRAIL kill	EP2 mod	NPY-Y1 PAM-ag	zfTRPN1 agonist
1	O=C(Nc1nccs1)c1cccc(S(=O)(=O)N2CCCCC2)c1	1.2	10	5	32	-4	5	-4	-19	4.7
2	CCOc1ccc(S(=O)(=O)Nc2ccccc2C(=O)Nc2ccccc2N2CCOCC2)cc1	0.0	6	4	2	62	22	28	-4	-0.3
3	CCOC(=O)C1(Cc2ccccc2)CCN(Cc2cc(OC)c3c(c2)OCO3)CC1	-1.8	9	25*	-8	40	-7	56	-1	-3.4
4	Cc1csc(NC(=O)c2cc[n+]([O-])cc2)n1	0.4	6	0	6	2	12	12	-2	2.0
5	Cc1cc(C(=O)OCC(=O)Nc2nccs2)c2ccccc2n1	0.5	12	.	3	23	26	-24	0	1.0
6	NC(=O)N1c2ccccc2C=Cc2ccccc21	0.8	14&16&13	-3	4	17&-14	2	-6&-23&4	12	0.5
7	CCSCCOC(=O)C1=C(C)N(C)C(=O)NC1c1cc(OC)ccc1OC (configuration not stated)	-1.2	11	5	0[fluorescence artefact?]	20	6	17	0	-1.6
8	COc1ccc(C(=O)Nc2ccc(Cc3ccncc3)cc2)cc1Br	1.2	5	6	-11	-2	4[5 µM]	-74	-8	5.5
9	CC/C(C)=N/N1C(=O)c2ccccc2NC1(C)CC (configuration not stated)	0.8	5	0	7	1	6	-25	13	1.4
10	COc1ccc(OC)c(/C=C/C(=O)N(C)CC(=O)Nc2ccc(C)cc2)c1	-0.5	8	3	10[fluorescence artefact?]	16	26	15	-22	-0.6
11	COc1ccc(C2=NN(C(=O)c3ccc(Cl)c([N+](=O)[O-])c3)C(c3ccccc3)C2)cc1 (configuration not stated)	1.1	5	8	5[fluorescence artefact?]	-14	-3	10	-66	1.6
12	CN(c1nnc(N)s1)C1CCCCC1	0.8	3	2	-8	-22	4	13	2	1.8
13	CC1CCN(CC(O)COCCOc2ccc(Br)cc2)CC1 (configuration not stated)	0.9	13	14	8	4	10	-2	-22	0.1
14	O=C(CCCCCCCCN1C(=O)c2ccccc2C1=O)N1CCOCC1	1.4	2	.	-2	-13	10	5	7	5.5
15	Cn1c(N)c(Br)c(-c2ccc(F)cc2)c(C#N)c1=O	0.7	20	8	-9	10	-11	2	-5	-0.5
16	CO/N=C/c1ccc(N2CCN(C(=O)c3cccc(C(F)(F)F)c3)CC2)c([N+](=O)[O-])c1	1.3	5	4	-2	61	-17	-40	-1	3.0

Looked up by structure from the entries so far, 2 records:
no.	SMILES	TRPML3 agonist	EP2 antag	NPY-Y1 antag	14-3-3 Bad inh	CHOP inh	PPC-1+TRAIL kill	EP2 mod	NPY-Y1 PAM-ag	zfTRPN1 agonist
13	CC1CCN(CC(O)COCCOc2ccc(Br)cc2)CC1 (configuration not stated)	0.9	13	14	8	4	10	-2	-22	0.1
12	CN(c1nnc(N)s1)C1CCCCC1	0.8	3	2	-8	-22	4	13	2	1.8

Other entries.
no.	SMILES	TRPML3 agonist	EP2 antag	NPY-Y1 antag	14-3-3 Bad inh	CHOP inh	PPC-1+TRAIL kill	EP2 mod	NPY-Y1 PAM-ag	zfTRPN1 agonist
17	O=C(Nc1ccccc1)N1CCN(Cc2ccccc2)CC1	1.0	5	1	77*	24	13	-28	5	0.3
18	Cc1ccc(C2NS(=O)(=O)N=C2N)cc1 (configuration not stated)	0.8	9	4	-2[fluorescence artefact?]	-18	14	7	9	0.2
19	COc1ccc(/C=C/C(=O)NC(=S)Nc2ccc(C(=O)O)cc2)cc1	0.3	38	-1	6	-25	32	-77	7	1.2
20	O=S(=O)(O)c1ccc(N=Nc2ccccc2)cc1	1.0	9&6	.	-5	1	12	10&27	-7	-0.3
21	Cc1ccc2nc(SCC(=O)Nc3nonc3N)[nH]c2c1	0.1	1	5	-3	28	15	-16	2	-0.2
22	O=[N+]([O-])c1ccccc1Oc1ccc(C(F)(F)F)cn1	0.0	3	2	-8	-6	7	14	-4	0.0
23	CCOC(=O)c1ccc(NC(c2ccc(N(C)C)cc2)P(=O)(OC(C)C)OC(C)C)cc1 (configuration not stated)	0.7	15	6	-2	-4	21	22	4	0.1
24	COc1ccc(C(C#N)N2CCCCC2)cc1OC (configuration not stated)	0.4	5&10	0	-15	-13	18	26&20	6	0.7

Values in list order from the list:
Nos. 19–24 in zfTRPN1 agonist read 1.2, -0.3, -0.2, 0.0, 0.1, 0.7
Nos. 19–24 in 14-3-3 Bad inh read 6, -5, -3, -8, -2, -15
Nos. 19–24 in TRPML3 agonist read 0.3, 1.0, 0.1, 0.0, 0.7, 0.4

(next part)
no.	SMILES	TRPML3 agonist	EP2 antag	NPY-Y1 antag	14-3-3 Bad inh	CHOP inh	PPC-1+TRAIL kill	EP2 mod	NPY-Y1 PAM-ag	zfTRPN1 agonist
25	Cc1cc(C(=O)CSc2nnnn2C)c(C)n1CCc1ccc(Cl)cc1	0.3	12	5	-19	38	8	8	0	-1.2
26	Oc1[nH]c2ccccc2c1N=Nc1nncc2ccccc12	0.3	10	.	-8	-22	36	3	-7	0.9
27	CN(C(=O)c1ccccc1)c1nc2ccccc2s1	-1.1	15	-4	10	72*	49	-8	2	-0.7
28	CN1CCN(C(=O)/C=C/c2ccc(Cl)cc2)CC1	0.9	2	-3	0	-9	19	11	-1	1.4
29	COc1cc(NS(=O)(=O)c2ccc(N/C=C(\C#N)c3nc4ccccc4o3)cc2)nc(OC)n1	0.7	13	1	14	-27	-6	-36	21	0.2
30	COc1ccc(/C=N/NC(=S)Nc2ccccc2[N+](=O)[O-])cc1O	0.1	18	1	5[fluorescence artefact?]	1	25	-72	7	-1.6
31	CCOC(=O)c1sc(NC(=S)NC(=O)c2ccccc2)c(C(=O)OCC)c1C	0.8	3	-2	46	77*	3	-16	-31	-0.2
32	Cc1n[nH]c(C)c1S(=O)(=O)N1CCCC(C(=O)NCc2ccccc2Cl)C1 (configuration not stated)	0.1	9	-8	2	-19	20	-23	1	-1.1
33	CCOc1ccc(C(=O)Nc2ccc(NC(=S)NC(=O)CC)cc2)cc1Cl	0.7	4	-3	2[fluorescence artefact?]	2	-7	18	-18	1.2
34	Nc1nonc1-c1nc2ccccc2n1CC(=O)NC1CCCC1	-0.3	8	9	-4	19	4	10	-1	-1.3
35	Nc1ccc(C23CC4CC(CC(C4)C2)C3)cc1	1.3	6	-3	-4	75*	-2	1	1	-0.1
36	CC(=O)N/N=C(\C)CC(=O)NC(C)(C)C	0.4	3	-5	-7	-12	2	3	13	-0.2
37	Cc1cc(C)c(C(N)=O)c(SCC(=O)c2ccc(Cl)cc2)n1	1.1	-3	0	-10	12	2	19	-5	0.8
38	CC(=O)OC(C(=O)Nc1ccccc1)C(C)S(=O)(=O)c1ccccc1 (configuration not stated)	-0.6	13	2	11	18	14	-17	17	-0.9
39	COc1ccccc1CNCc1cc(Br)ccc1OC	1.0	4	6	15	6	.	22	7	-0.5
40	COc1ccc(/C=C2\SC(=S)N(c3cccnc3)C2=O)cc1	1.1	2	.	1	30	0	-13	23	2.0
41	O=C(CCCC(=O)NCCc1ccccc1)NCCc1ccccc1	0.0	4	0	9	2	6	8	8	0.6
42	COc1ccccc1N1CCN(C(=O)CCCCCn2c(=O)[nH]c3ccsc3c2=O)CC1	0.3	7	-4	-3	-12	0	-10	19	1.3
43	CCOC(=O)c1cnc(SCC(=O)Nc2ccccc2C(=O)OC)nc1N	0.8	5&7	3	2[fluorescence artefact?]	40	13	-1&26	-19	2.2
44	CCCCN(CCCC)CCn1cnc2c([nH]c3ccc(OC)cc32)c1=O	0.3	9	6	4	33	6	-12	-19	2.5
45	CCN(CC)S(=O)(=O)c1cc(NC(=O)[C@@H](NC(N)=O)C(C)C)ccc1C	0.4	4	2	-4	-5	20	-3	1	0.1
46	CCCC(=O)N/C(N)=N/c1nc(C)c2cc(C)ccc2n1	-0.2	9	.	-13	-9	3	-5	-5	-2.2
47	CN(C)/C=C(\C#N)C(=O)N/N=C/c1ccc(F)cc1	1.0	17	-1	1	30	20	7	-3	0.1
48	O=C(Nc1cccc(Cl)c1N1CCCCC1)c1ccc(N2CCOCC2)c([N+](=O)[O-])c1	1.2	10	8	3	44	17	48	4	-0.1
49	Cc1cccc(/C(N)=N/OC(=O)C23CC4CC(CC(C4)C2)C3)c1	0.4	12	4	-5[fluorescence artefact?]	37	10	-84	-4	1.4
50	O=C(CSc1nc2ccccc2c(=O)n1NC(=O)c1ccccc1)c1ccc(Cl)cc1	-0.5	8	12	-2	26	12	-47	-18	0.3
51	CCOc1cc(CNCCSc2nnnn2C)cc(Br)c1OCc1ccccc1	-1.3	19	1	53	42	31	-23	-29	-2.5
52	O=C(CN1CCN(c2ncccn2)CC1)N1CCCc2c1c(=O)oc1ccc(O)cc21	1.3	8	5	-5	30	13	13	-4	2.5
53	O=C(O)c1ccccc1-c1ccc(/C=C/c2cc(C(F)(F)F)[nH]c(=O)n2)o1	28*	20	0	5	7	-2	21	-15	81*
54	CCOC(=O)c1c(-c2ccc(OC)cc2)csc1NC(=O)CSc1ccccc1	0.8	14	6	-6	19	-9	11	-30	-0.3

Compound activity (PubChem BioAssay)

These rows are one share of the data; rates above refer to the full screens.
